High-throughput results deposited in PubChem by Broad Institute.
FN deposition inh: fibronectin deposition inhibition. AH1F fibroblasts, Alexa488-fibronectin deposition fluorescence, overnight. inhibition, % at 12.6 µM. 0.086% of 350,000 active. AID 743247;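 active means mean inhibition across replicates of 30% or more, regardless of how many single replicates reach that level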;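 further: positive control wells lacked labelled fibronectin entirely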
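Assay system: AH1F fibroblast monolayer, labelled fibronectin deposition. Amount: 10000 cells per well. Also added: labelled fibronectin 24 nM. Compound: single-point pinned compound. Incubation: cell attachment 1 h, compound and FN exposure overnight. Detection: fluorescence after three HBSS washes, excitation 485 nm, emission 525 nm. Read-out: inhibition of fibronectin deposition signal.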
EWS-Fli block: inhibitors of EWS/Fli oncoprotein transcriptional activity; AID 651661; inhibition, % at 12.6 µM; 0.67% of 350,000 active; A673 NR0B1-luciferase reporter, viability-normalised;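 active means mean inhibition of at least 50% after viability correction, with every replicate also passing that limit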;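 further: firefly luciferase signal divided by Alamar Blue viability fluorescence both relative to DMSO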
Casp6 inh: caspase-6 (human) enzyme inhibition. purified caspase-6, Z-VEID-R110 cleavage fluorescence. inhibition, % at 12.5 µM. 0.53% of 350,000 active;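 active means mean inhibition across replicates at least about 35%, with every replicate also reaching that limit, limit read from the data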;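 further: 0% = median of neutral control wells and 100% = no fluorescence left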
Target sequence (P55212 24-179 limits assumed): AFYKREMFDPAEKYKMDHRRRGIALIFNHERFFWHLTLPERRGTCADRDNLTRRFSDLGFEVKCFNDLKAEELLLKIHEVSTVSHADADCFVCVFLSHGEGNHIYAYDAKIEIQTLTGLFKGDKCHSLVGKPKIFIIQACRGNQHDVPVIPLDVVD
Target sequence (P55212 194-293 limits assumed): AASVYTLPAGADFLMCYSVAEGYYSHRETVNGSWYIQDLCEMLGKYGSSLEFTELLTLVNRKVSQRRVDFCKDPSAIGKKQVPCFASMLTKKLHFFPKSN
LGR2 antag: blocks bursicon-induced cAMP signaling via Drosophila LGR2; HEK293 LGR2, CRE-luciferase, bursicon-stimulated, 4 h; inhibition, % at 9.99 µM; 0.35% of 380,000 active; AID 720647;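 active means drop in luminescence signal, shown as inhibition above about 50% in the replicate tests, limit read from the data, passing the limit was not always enough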;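 further: agonist challenge used bursicon conditioned medium at about half maximal strength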
PGC1a acetyl inh: PGC1a acetylation modulation, inhibitor mode | U2OS PGC1a acetylation, AlphaScreen anti-acetyl-lysine; with virally co-expressed GCN5 acetyltransferase | inhibition, % at 15.6 µM | 0.17% of 350,000 active | AID 651687;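 active means every replicate shows inhibition of at least 40%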;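 further: 0% = neutral control wells and 100% = positive control wells; some results beyond the cut were filed as inactive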
Cneo AK release: Cryptococcus neoformans lysis via adenylate kinase release. 0.2% of 360,000 active. C. neoformans lysis, adenylate kinase release luminescence, 4 h; normalised: neutral wells 0, clomiphene wells 100. lysis activity, % at 15 µM. AID 651654;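 active means mean lysis activity across replicates of at least 80%, whatever share of replicates individually reach that level; inactive means mean lysis activity below 80%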
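Test system: log-phase Cryptococcus neoformans yeast cells; Quantity: yeast cell density of 5 × 10^6 cells/mL; Buffer or medium: YPD; Doses: single compound concentration per well; Timing: 4 h at 37 °C static, read 1 h later; Measured by: AK luminescence; Read-out basis: lysis from increased AK signal; Control set: Clomiphene as positive control.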
PAX8 reporter: PAX8 transcriptional activity inhibition; AID 652154; 1.2% of 360,000 active; inhibition, % at 12.6 µM; RMG-I TPO-luciferase reporter, SteadyGlo, 24 h;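 active means mean replicate inhibition at least 60% with every replicate also reaching 60%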;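 further: luciferase light reporting Pax8 driven TPO promoter activity; plate controls were median of neutral control wells for no effect and mitoxantrone controls for full effect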
miR122 inh: inhibitors of miR-122 in Huh7 cells. Huh7 miR-122 Renilla luciferase sensor, 48 h; neutral wells = 0, positive control = 100. 0.3% of 340,000 active. activation (reporter increase), % at 12.5 µM. AID 602342;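 active means mean replicate activation score at least 90 and every replicate individually at or above 90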;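 further: higher luciferase means less miR-122 activity so hits act as miR-122 inhibitors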
The depositor's hits bear a star; . = not tested or not shown; [ ] = dose if it differs, or a comment. An unsorted share of the library; overall some 2.5% were active at least once.

SMILES	FN deposition inh	EWS-Fli block	Casp6 inh	LGR2 antag	PGC1a acetyl inh	Cneo AK release	PAX8 reporter	miR122 inh
COc1ccc([C@H]2Oc3cc(O)cc(O)c3C(=O)C2[C@@H]2C(=O)c3c(O)cc(O)cc3O[C@@H]2c2ccc(OC)cc2)cc1 (some centres not stated)	-8	4	0	-3	.	.	-13	.
CCCCCCCCCCCCOC(=O)C[N+](C)(C)C	5	15	-36	5	.	.	19	.
CCCN(C)C[C@H]1Oc2ncc(-c3cccnc3)cc2C(=O)N([C@H](C)CO)C[C@H]1C	10	-10	-7	-3	10	-1	.	1[16.7 µM]
CC(C)Cn1c(N)c(C(=O)COC(=O)c2c(F)cccc2F)c(=O)n(C)c1=O	-14	-1	-4	-22	.	2	-9	-1
CCN(CC)CCn1c(O)c(N=O)c2ccccc21	.	9	-5	8	-7	12	.	-6
COc1ccc(-c2cn(CC[C@H]3CC[C@@H](NC(=O)Cc4ccccn4)[C@H](CO)O3)nn2)cc1	.	-7	1	7	-12	-3	77*	.
CCOC(=O)c1ccc(NC(=O)c2cn(CCC#N)nc2-c2ccc3c(c2)OCCO3)cc1	2	-22	-1	11	.	.	-17	.
C[C@@H]1CN([C@@H](C)CO)C(=O)c2cc(NC(=O)Nc3ccc4c(c3)OCO4)ccc2O[C@@H](C)CCCCO[C@@H]1CN(C)C(=O)CCCN(C)C	-1	-5	.	6	-1	2	5	3[16.7 µM]
N#Cc1cnn(-c2ccc([N+](=O)[O-])cc2[N+](=O)[O-])c1N	0	0	0	-6	8	-1	20	-6
C[C@@H]1CN([C@@H](C)CO)C(=O)c2cc(NS(=O)(=O)c3cccs3)ccc2O[C@@H](C)CCCCO[C@@H]1CN(C)CC1CCCCC1	.	4	0	2	4	1	-7	-9[16.7 µM]
O=C(CN(C(=O)c1csnn1)c1cccc2c1CCCC2)NC1CCCC1	4	3	1	-4	-3	.	13	.
O=C(NC1CCOc2ccccc21)c1ccc(=O)[nH]c1 (configuration not stated)	-17	9	-3	19	.	0	17	.
CCCCSc1nc2[nH]ncc2c(=O)[nH]1	-6	-17	-1	5	7	-1	-1	0
CCC(=O)Nc1cccc(C2=NOC3(C2)C[C@H](C(N)=O)N(C(=O)CC#N)C3)c1 (some centres not stated)	-5	-6	2	11	7	-2	15	-8
CC1CSc2nnc(CCc3ccccc3)n21 (configuration not stated)	-17	-1	-2	3	1	-1	-14	-3

Full records, looked up by structure:
CCCN(C)C[C@H]1Oc2ncc(-c3cccnc3)cc2C(=O)N([C@H](C)CO)C[C@H]1C is listed as FN deposition inh = 10; EWS-Fli block = -10; Casp6 inh = -7; LGR2 antag = -3; PGC1a acetyl inh = 10; Cneo AK release = -1; PAX8 reporter = .; miR122 inh = 1[16.7 µM]
CCOC(=O)c1ccc(NC(=O)c2cn(CCC#N)nc2-c2ccc3c(c2)OCCO3)cc1 is listed as FN deposition inh = 2; EWS-Fli block = -22; Casp6 inh = -1; LGR2 antag = 11; PGC1a acetyl inh = .; Cneo AK release = .; PAX8 reporter = -17; miR122 inh = .

Additional results:
SMILES	FN deposition inh	EWS-Fli block	Casp6 inh	LGR2 antag	PGC1a acetyl inh	Cneo AK release	PAX8 reporter	miR122 inh
O=C(Nc1ccc2ccccc2n1)c1ccccc1Cl	0	2	-2	-45	5	-3	-149	-4
Cc1ccc(S(=O)(=O)N2CCC(=O)N(CCOCc3cccc(Cl)c3)CC2)cc1	0	8	.	17	-4	-2	11	0
Cc1ccc(Cn2c(C3CCCN3c3nc(-c4ccc(F)cc4)cs3)nc3cc(Cl)c(Cl)cc32)cc1 (configuration not stated)	-1	-4	-3	-3	0	2	1	7
CSc1ccccc1NC(=O)C1CCCO1 (configuration not stated)	.	-1	0	5	1	2	.	2
O=C(CSc1n[nH]c(-c2ccc(Br)cc2)n1)NC1CCCC1	7	13	-2	-1	.	-1	11	.
O=C(CSc1nc2ccccc2s1)N/N=C/c1cc([N+](=O)[O-])ccc1O	-5	12	-5	-8	9	.	26	.
O=C(O)COc1ccc(/C=C/c2nc3ccc([N+](=O)[O-])cc3s2)cc1	5	-1	7	-11	1	2	2	1
COC(=O)C1C(c2ccc(Br)cc2)Nc2nnc(C(F)(F)F)n2C1(C)O (configuration not stated)	-1	-6	-3	21	.	-1	-23	.
C=CCn1c(=O)n2ncnc2c2c3c(sc21)CCCC3	.	9	6	-5	7	.	.	-3
CCOC(=O)N1CCC(NC(=O)c2cc3c(-c4cccc(OC)c4)nn(C)c3s2)CC1	.	.	.	4	2	-1	.	-1
O=C(O)c1cc(NC(=O)c2ccc(Br)cc2)cc(NC(=O)c2ccc(Br)cc2)c1	-2	13	32	-14	6	1	-11	-6
CO[C@@H]1CN(C)C(=O)c2ccc(NC(C)=O)cc2OC[C@@H](C)N(Cc2cc(-c3ccccc3)on2)C[C@H]1C	4	-4	1	-3	-2	-7	3	.
CC(=O)Nc1ccc(OCC(=O)N2CCC(Cc3ccccc3)CC2)cc1	5	12	-5	4	-10	.	-7	.
COc1ccc(NC(=O)N(C)C[C@@H]2OCCCC[C@@H](C)Oc3ccc(NS(C)(=O)=O)cc3C(=O)N([C@@H](C)CO)C[C@H]2C)cc1	.	-9	-1	15	18	48	1	2[16.7 µM]
CCN1C(=O)N(S(=O)(=O)C(F)(F)F)[C@@H](c2ccccc2)C(C(=O)OC)=C1C	-18	-4	0	3	.	2	-4	-28

Nothing new here: an excerpt of the list.
SMILES	FN deposition inh	EWS-Fli block	Casp6 inh	LGR2 antag	PGC1a acetyl inh	Cneo AK release	PAX8 reporter	miR122 inh
O=C(Nc1ccc2ccccc2n1)c1ccccc1Cl	0	2	-2	-45	5	-3	-149	-4
Cc1ccc(S(=O)(=O)N2CCC(=O)N(CCOCc3cccc(Cl)c3)CC2)cc1	0	8	.	17	-4	-2	11	0
Cc1ccc(Cn2c(C3CCCN3c3nc(-c4ccc(F)cc4)cs3)nc3cc(Cl)c(Cl)cc32)cc1 (configuration not stated)	-1	-4	-3	-3	0	2	1	7
CSc1ccccc1NC(=O)C1CCCO1 (configuration not stated)	.	-1	0	5	1	2	.	2
O=C(CSc1n[nH]c(-c2ccc(Br)cc2)n1)NC1CCCC1	7	13	-2	-1	.	-1	11	.

Further records:
SMILES	FN deposition inh	EWS-Fli block	Casp6 inh	LGR2 antag	PGC1a acetyl inh	Cneo AK release	PAX8 reporter	miR122 inh
C[C@@H]1CN([C@@H](C)CO)C(=O)c2cc(NC(=O)Nc3cccc4ccccc34)ccc2O[C@@H]1CN(C)C(=O)NC1CCCCC1	10	1	1	5	-2	3	39	3[16.7 µM]
COc1ccc(C(=O)NCC[N+](C)(C)C)cc1	5	-11	-16	-19	.	.	-24	.
CCCCN(C(=O)NC(=O)Nc1ccccc1C)S(C)(=O)=O	-4	.	.	.	7	4	8	-1
Cc1cccc(Cn2cc(SCC(=O)Nc3nccs3)c3ccccc32)c1	.	-71	-1	-13	0	0	-8	0
O=C(NCCc1ccc2c(c1)OCCO2)c1ccc([N+](=O)[O-])cc1Cl	2	0	-4	-10	.	.	-1	.
CCN(CC)c1cc(C)c2cc(NC(=O)CNC(C)=O)ccc2n1	1	.	.	.	-1	-3	.	-5
O=C(Nc1cccc(NS(=O)(=O)c2ccc(S(=O)(=O)NC3CC3)cc2)c1)c1ccccn1	2	.	.	.	-2	.	1	15
Cc1noc(C)c1S(=O)(=O)N(C)C[C@H]1OCCCC[C@H](C)Oc2ccc(NS(=O)(=O)c3ccc(Cl)cc3)cc2C(=O)N([C@@H](C)CO)C[C@@H]1C	.	3	1	1	-5	2	47	-7[16.7 µM]
COc1ccc(S(=O)(=O)N(CC(=O)NC2CC2)c2ccc(C)cc2)cc1OC	-15	.	.	.	2	1	-9	-15
C[C@@H]1CN([C@H](C)CO)C(=O)c2cc(-c3ccc(C(=O)N(C)C)cc3)cnc2O[C@H]1CN(C)C(=O)c1cccnc1	.	-8	0	0	49	-1	-8	1[16.7 µM]
CCCCn1c(N)c(N(CCOC)C(=O)CSCc2ccccc2C)c(=O)[nH]c1=O	-1	3	8	-8	0	-7	-14	-1
COc1ccc(C(=O)NNC(=O)CSc2nnc(-c3ccc(O)cc3)n2C)cc1	16	8	0	-2	.	.	-7	.
COc1ccc([N+](=O)[O-])cc1N(CC(O)CN(CC(C)C)CC(C)C)S(=O)(=O)c1ccc(C)cc1 (configuration not stated)	0	-8	-1	13	8	2	1	37
CC(=O)Nc1cccc(NC(=O)CSc2ccc3nnc(CCNC(=O)c4ccccc4)n3n2)c1	-3	-6	-2	8	.	.	4	.
Cc1cc(C)c(NC(=O)CS(=O)CC(=O)Nc2ccc(F)cc2F)c(C)c1 (configuration not stated)	-2	1	0	8	1	0	-2	-10
COc1ccccc1-c1nn(Cc2ccccc2)cc1C(=O)NCC(c1ccco1)N1CCCC1 (configuration not stated)	1	4	1	13	3	2	15	3
CC1(C(=O)N2Cc3ccccc3C2)CCN1C(=O)C1(c2ccccc2)CC1 (configuration not stated)	-4	2	-1	-17	.	9	2	-1
Cc1ccc(S(=O)(=O)N2CCCCC2)cc1NC(=O)COC(=O)c1ccc(O)cc1	-2	6	0	6	-5	.	-9	.
O=C1C=C(c2cccc(Br)c2)C[C@@H](c2ccc3c(c2)OCO3)C1	-5	-12	6	-9	-5	0	3	-1
O=C(N/N=C/c1ccccc1O)C1CCCC1	-2	.	-2	-8	4	1	-9	-2
CCOC(=O)NC(=O)/C(N=Nc1cccc(C(F)(F)F)c1)=C(\C)O	-6	11	-1	13	-7	.	-7	-1

Random excerpt: 2 entries already listed.
SMILES	FN deposition inh	EWS-Fli block	Casp6 inh	LGR2 antag	PGC1a acetyl inh	Cneo AK release	PAX8 reporter	miR122 inh
COc1ccccc1-c1nn(Cc2ccccc2)cc1C(=O)NCC(c1ccco1)N1CCCC1 (configuration not stated)	1	4	1	13	3	2	15	3
CCOC(=O)NC(=O)/C(N=Nc1cccc(C(F)(F)F)c1)=C(\C)O	-6	11	-1	13	-7	.	-7	-1

Arranged by value in LGR2 antag (smallest number first): four from the list above
SMILES | LGR2 antag
O=C(Nc1ccc2ccccc2n1)c1ccccc1Cl | -45
COc1ccc(C(=O)NCC[N+](C)(C)C)cc1 | -19
O=C1C=C(c2cccc(Br)c2)C[C@@H](c2ccc3c(c2)OCO3)C1 | -9
CCCCSc1nc2[nH]ncc2c(=O)[nH]1 | 5
